HT1080 IDH1KD tx – kills HT-1080 cells with IDH1 knockdown | HT-1080 IDH1 knockdown viability, ATP luminescence, 48 h | Potency, µM (titrated, usually from 46.1 µM), without a hit: at the highest dose activity, negative = toxicity, usual class: cytotoxic | actives 2% (n = 360,000);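 note: potency is the fitted concentration of half-maximal effect; 0% = DMSO wells and -100% = cell-free medium wells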
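Viability of IDH1-knockdown HT-1080 fibrosarcoma cells was assessed by CellTiter-Glo after 48 h at 37 °C with titrated compound; concentration-effect curves were classified by fit quality and response size.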
HT1080NT lethal – kills 2HG-producing HT-1080-NT fibrosarcoma cells. actives 1.6% (n = 360,000). Potency, µM (titrated, usually from 46.1 µM), for the others: at the top dose activity, negative = less viability, usual class: cytotoxic. HT-1080-NT fibrosarcoma viability, CellTiter-Glo ATP luminescence, 48 h;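 note: NT is the 2HG producing partner of a matched IDH1 knockdown line; potency is the fitted concentration of half-maximal effect; 0% = DMSO-treated cells and -100% = media-only wells without cells; nearly all actives have a fitted effect of over 55% in size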
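HT-1080-NT fibrosarcoma cells (2HG-overproducing), 750 cells/well in RPMI with 5% FBS, dosed after 2 h and incubated 48 h at 37C. CellTiter-Glo luminescence normalized to DMSO and no-cell wells; concentration-response curves fitted and classed.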
ATXN2 expr inh – reduces ATXN2 reporter expression in HEK-293 cells | HEK-293 ATXN2-luciferase reporter, luminescence, 24 h | Potency, µM (series often up to 57 µM), for the others: at the top dose activity change, negative = inhibition, usual class: inhibitors | actives 0.72% (n = 360,000) | AID 1745845; note: potency is the fitted concentration of half-maximal effect; % is set by controls: 0 for no effect and ±100 for the full control effect; nearly all actives have a fitted effect of over 55% in size
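qHTS (up to 57 uM final) was run with 24 h compound exposure of reporter cells at 37 °C. Each well was multiplexed: SteadyGlo luminescence measured ATXN2-luciferase expression after a fluorogenic Gly-Phe-AFC viability readout (25 uM final).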
KB-3-1 cytotox – KB-3-1 parental cell cytotoxicity; KB-3-1 viability, CellTiter-Glo ATP luminescence, 72 h; actives 1.4% (n = 400,000); Potency, µM (titrated, usually from 46.1 µM), for the others: top-dose activity change, negative = cytotoxic, actives largely listed as cytotoxic; note: potency is the fitted concentration of half-maximal effect; % is set by controls: 0 for no effect and ±100 for the full control effect; nearly all actives have a fitted effect of over 60% in size
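Here the drug-naive KB-3-1 line serves as comparator for MDR sub-line selectivity; cells received compound titrations, 72 h at 37 °C, then CellTiter-Glo readout.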
SW480 rerep – inducers of DNA re-replication in SW480 colon cancer cells; Potency, µM (top dose mostly 46.1 µM), for inactives: top-dose re-replication activation, usual class: activators; actives 1.8% (n = 340,000); SW480 DNA re-replication, Hoechst DNA content imaging, 48 h; AID 624297; note: potency is the fitted concentration of half-maximal effect; % of control where 0% means no effect; nearly all actives have a fitted effect of over 55% in size
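Image-based read-out: total Hoechst fluorescence of nuclei (405 nm excitation, 500-530 nm emission), with hits raising the fraction of high-intensity nuclei. SW480 colon cells incubated 48 hr with compounds at 37 C.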
IL1B secr inh – inflammasome signaling inhibition, IL-1 beta readout; AID 743279; THP-1 LPS/ATP IL-1B secretion, AlphaLISA, 16 h; hits give low values; activity change, % at 57.5 µM; actives 4.7% (n = 360,000); in the data active = activity change below about -50%; inconclusive = mostly about -30% to -49%; note: % is set by controls: 0 for no effect and ±100 for the full control effect
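Secreted IL-1B measured by AlphaLISA bead assay after 16 h compound exposure of THP-1 cells; compounds (final up to 57.5 uM) added 1 h before LPS (250 ng/mL) and ATP (1.25 mM) stimulation; lower signal means less secretion.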
KB-V1 cytotox – KB-V1 MDR subline cytotoxicity; Potency, µM (doses to about 46.1 µM), for the others: at the top dose activity change, negative = cytotoxicity, most hits filed as cytotoxic; KB-V1 MDR cells viability, CellTiter-Glo, 72 h; actives 3.4% (n = 400,000); note: potency is the fitted concentration of half-maximal effect; % is set by controls: 0 for no effect and ±100 for the full control effect; nearly all actives have a fitted effect of over 60% in size
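KB-V1 MDR subline cells in DMEM (phenol-red free, 10% FBS) exposed to compounds in qHTS concentration series for 72 h at 37 degrees C. Viability read by CellTiter-Glo luminescence; concentration-effect curves fitted after normalization and correction.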
MCF10A rereplic – DNA re-replication induction in MCF 10a cells | Potency, µM (top dose mostly 46.1 µM), without a hit: at the highest dose activity, positive = re-replication, most hits filed as activators | MCF 10A DNA re-replication, Hoechst nuclear intensity, 48 h | actives 2.9% (n = 350,000); note: potency is the fitted concentration of half-maximal effect; % of control where 0% means no effect; nearly all actives have a fitted effect of over 50% in size
S2 tox – cell viability loss in ATXN counter-screen; S2 cells (HEK-293 line with an ATXN2-luciferase reporter) viability, CellTiter-Fluor protease fluorescence, 24 h; Potency, µM (doses to about 56.7 µM), actives largely listed as cytotoxic; actives 0.49% (n = 400,000); note: potency is the fitted concentration of half-maximal effect; nearly all actives have a fitted effect of over 40% in size
Numbers without * were called inactive; i = inactive; ? = inconclusive; · = no result given; & = joins results of further samples; [ ] = remark or other dose. Unless noted, calls come from the whole dose curve; as a rule, active = well fitted curve in the direction sought with a large enough effect; inconclusive = small, poorly fitted or top-dose-only effect, or another doubt; inactive = no such curve, though single readings can be large; an effect the other way counts as inactive or inconclusive.

SMILES	HT1080 IDH1KD tx	HT1080NT lethal	ATXN2 expr inh	KB-3-1 cytotox	SW480 rerep	IL1B secr inh	KB-V1 cytotox	MCF10A rereplic	S2 tox
CCNC(=O)C(=O)Nc1ccc([N+](=O)[O-])cc1	1.9%	-9.4%	17.9%	-6.5%	-8.0%	-1.4	8.6%	10.5%	i
COC(=O)C1=C(C(=O)OC)[C@@H]2Nc3ccccc3[C@@]23C[C@@H](C(=O)OC)N(C(=O)c2ccc(Br)cc2)C3=N1	-8.7%	-13.9%	-23.8%	0.0%	5.3%	11.9	-1.5%	18.8%	?
Cc1cc(C)cc(CC2CC(=O)N(c3nc(C)cc(C)n3)C2=O)c1 (stereo not drawn)	-7.7%	-2.8%	-3.3%	-3.3%	-2.6%	20.4	15.3%	1.1%	i
COc1cc(CNC(C)(C)CO)cc(Br)c1OCc1ccc(Cl)cc1	?	?	-10.1%	?	?	-114.4*	23.1µM*	?	i
O=C(CN1C(=O)NC2(CCCCC2)C1=O)Nc1ccc(N2CCCCC2)cc1	-0.4%	-15.1%	-2.5%	-0.4%	7.1%	-6.9	-1.6%	-35.2%	i
O=C1CSC(c2cccc([N+](=O)[O-])c2)N1Cc1ccccc1 (stereo not drawn)	0.2%	0.7%	-2.7%	6.5%	-1.3%	11.1	0.0%	2.9%	i
N#Cc1ccccc1C[C@H](N)C(=O)NC[C@H]1O[C@@H](n2ccc(N)nc2=O)[C@H](O)[C@@H]1O	4.6%	14.7%	6.0%	22.6%	·	-19.9	11.2%	·	i
COc1cc(NC(=O)C/C(C)=N/NC(=O)C(OC)c2ccccc2)c(OC)cc1Cl (stereo not drawn)	-2.4%	0.4%	-3.1%	21.3%	-0.2%	-20.5	?	8.4%	i
CCOC(=O)C1CCN(c2ncnc3c2cnn3-c2ccc(Cl)cc2)CC1	-3.2%	2.2%	?	-4.2%	-2.7%&-1.5%	-7.1	16.0%	-2.3%&-21.2%	i
COc1ccc(CC(N)c2csc(NC(=O)c3ccccc3)n2)cc1 (stereo not drawn)	-23.2%	-25.3%	-23.8%	0.0%	·	?	5.4%	·	?
CC(C)c1ccc(NC(=O)CSC2=Nc3ccccc3C3=NC(CC(=O)NCCc4ccccc4)C(=O)N23)cc1 (stereo not drawn)	·	·	-14.7%	-0.5%	·	·	10.8%	·	?
CC1CCN(C(=O)C(C)Sc2nc(-c3ccccc3)cc(C(F)(F)F)n2)CC1 (stereo not drawn)	?	?	-22.8%&-23.8%	?	15.8%	-29.1	?	?	i
CNc1ccn(C2CCCO2)c(=O)n1 (stereo not drawn)	3.9%	1.4%	·	0.2%	-10.4%	-5.6	6.0%	5.3%	i
O=C(CSc1nc2ccccc2c(=O)n1CCCO)NC1CC1	7.4%	9.8%	8.0%	-23.7%	?	-7.0	5.6%	4.4%	i
COCCOCC(O)CN1CCN(c2ccc(C)cc2)CC1 (stereo not drawn)	6.7%	-1.9%	-0.6%	1.7%	-8.5%	-3.1	-2.3%	-7.9%	i

Structures above that bear a hit mark in IL1B secr inh.
mol,SW480 rerep,IL1B secr inh
COc1cc(CNC(C)(C)CO)cc(Br)c1OCc1ccc(Cl)cc1,?,-114.4*

(continued)
SMILES	HT1080 IDH1KD tx	HT1080NT lethal	ATXN2 expr inh	KB-3-1 cytotox	SW480 rerep	IL1B secr inh	KB-V1 cytotox	MCF10A rereplic	S2 tox
O=C(OC1CCc2ccccc2C1=O)c1ccccc1O (stereo not drawn)	3.0%	3.9%	13.5%	-1.5%	0.6%	10.0	?	-1.5%	i
COc1ccc(NC(=O)NCCN2C(=O)C3C4C=CC(C4)C3C2=O)cc1 (stereo not drawn)	15.7%	2.7%	32.6%[activator]	-1.8%	10.7%	4.4	10.9%	12.0%	i
Cc1ccc(NC(=S)N/N=C/c2ccc(OCCC(C)C)cc2)c(C)c1	-2.3%	0.5%	-4.0%	-13.9%	-2.3%	14.0	16.4µM*	?	i
CCC(CC)C(=O)Nc1c(C)n(C)n(-c2ccccc2)c1=O	-1.1%	-1.4%	1.3%	0.0%	-7.9%	5.1	0.0%	-3.2%	i
COc1ccc(N=c2oc3cc(O)ccc3cc2C(=O)NCC2CCCO2)cc1 (stereo not drawn)	8.3%	1.5%	-6.1%	5.7%	-2.8%	-23.7	-23.0%	9.8%	i
Cc1noc(C)c1COc1ccc(C(=O)OCC(=O)NC2CCCCC2C)cc1 (stereo not drawn)	12.0%	14.4%	25.5%	-0.4%	-21.3%	-4.9	-3.9%	6.1%	i
CC(=O)Nc1cccc(C(=O)OC(C(=O)c2ccc(C)cc2)c2ccccc2)c1 (stereo not drawn)	?	0.5%	-3.4%	0.4%	-2.4%	-0.7	-5.0%	0.4%	i
Cc1onc(-c2ccccc2)c1-c1ccnc(N)n1	19.1%	22.0%	-12.2%	2.9%	-14.0%	-18.1	0.0%	3.3%	i
CCCCNC(=O)COC(=O)c1c2c(nc3ccccc13)/C(=C/c1cccs1)CC2	?	-21.8%	27.5%	0.0%	5.17µM*	-26.6	?	3.26µM*	·
Cc1ccc(OCCCn2c(C3CC(=O)N(c4cccc(Cl)c4)C3)nc3ccccc32)c(C)c1 (stereo not drawn)	·	·	-1.7%	-6.0%	·	·	-10.9%	·	i
Cc1nnc(NC(=O)c2ccc(S(=O)(=O)N(C)Cc3ccccc3)cc2)o1	?	-24.5%	-29.1%	-29.0%	?	25.9	?	?	?
CCCc1c(O)nc(SC2CC(=O)N(c3cc(OC)ccc3OC)C2=O)[nH]c1=O (stereo not drawn)	3.1%	-1.2%	3.2%	1.8%	-9.1%	-13.4	-1.9%	0.5%	i
O=C(NCCCn1ccnc1)c1cn(-c2ccccc2)nc1-c1ccccc1	?	3.5%	34.0%	-15.4%	2.3%	?	-4.1%	-13.3%	i
Cc1ccccc1Nc1nc(N)nc(CN2CCN(c3ccccn3)CC2)n1	-2.2%[9.24 µM]	9.7%	0.0%	6.6%	2.2%	1.3	?	0.9%	i
Cn1cnnc1Sc1ccc(C(=O)OCC(=O)Nc2ccccc2)cc1[N+](=O)[O-]	-0.4%	7.6%	6.1%	29.4%	1.9%	-2.6	0.0%	6.4%	i
COc1cccc(CN(C)C(=O)CC[C@H]2O[C@@H](n3ccc(=O)[nH]c3=O)[C@H](O)[C@@H]2O)c1	18.6%	19.1%	0.2%	0.0%	·	27.4	12.3%	·	i
COc1cc(C(=O)Nc2cccc(-c3nc4cc(C)ccc4o3)c2)cc(OC)c1OC	-2.5%	-6.6%	4.7%	-12.4%	11.4%&15.1%	-5.1	-16.8%	1.4%&12.8%	i
O=C(N/N=C/c1cccc(F)c1)c1csc2c1CCCC2	-0.2%	-1.9%	89.5%[activator]	22.0%	-0.7%	-5.1	6.8%	1.6%	i
Cc1csc(-c2cc(C(=O)NCc3ccc(F)cc3)n[nH]2)c1	0.0%	-4.1%	7.5%	0.0%	·	-26.5	-0.4%	·	i
Cc1cc(N/C=C/C(=O)c2ccc(Br)cc2)no1	10.7%	4.8%	16.1%	-0.5%	-0.2%	-8.3	-12.5%	-0.8%	i
Cc1cccc(C)c1NC(=O)c1cccc2c1C(=O)N(C1CCCCC1)C2	?	-24.1%	-30.1%	-20.8%	?	-61.6*	?	?	?
COc1ccc(/C=N/NC(=O)CN2CCS(=O)(=O)CC2)cc1	12.6%	16.4%	2.7%	-11.0%	-0.3%	0.0	-1.3%	1.1%	i
Cc1ccc(C)c(N2N=C(C(=O)Nc3ccc(N4CCOCC4)cc3)CCC2=O)c1	6.2%	7.5%	0.0%	6.5%	-119.1%[inhibitor]	2.7	-4.6%	-1.1%	i
Cc1ccc(C(=O)NCCn2c(C)cc3ccccc32)cc1C	·	·	134.7%[activator]	?	·	·	?	·	i
Cc1ccccc1OCc1ccc(C(=O)N2CC(C)OC(C)C2)o1 (stereo not drawn)	?	-17.1%	3.9%	-15.4%	?	-7.1	-11.3%	8.3%	i
COc1cccc(CC(NC(C)=O)C(=O)NC2CCN(C(=O)c3ccc(Cl)cc3)CC2)c1 (stereo not drawn)	11.3%	25.2%	19.7%	7.0%	-0.4%	-5.2	?	-6.3%	i
CCN(c1ccccc1)c1ncnc2c1cnn2-c1ccc(OC)cc1	·	·	82.1%[activator]	11.9%	·	·	-6.1%	·	i
Cc1cc(=O)n2nc(N3CCC(C(=O)Nc4ccc(C)c(Cl)c4)CC3)sc2n1	·	·	-8.7%	-2.0%	·	·	0.4%	·	i
NNC(=O)CNC(=O)c1ccccc1F	14.4%	17.2%	-3.1%	-0.1%	-5.0%	-5.5	21.6%	14.2%	i
CC(C)NS(=O)(=O)c1ccc(CCC(=O)N2CCC(C(N)=O)CC2)cc1	8.2%	4.0%	0.0%	0.2%	-1.8%	23.5	22.2%	-9.8%	i
CNC(=O)CSc1nc2[nH]ncc2c(=O)[nH]1	2.7%	7.0%	7.8%	-5.7%	-7.0%	-17.2	?	-6.8%	i
CC1CCCN(C(=O)CN(c2ccccc2)S(=O)(=O)c2ccc(F)cc2)C1 (stereo not drawn)	1.7%	3.9%	10.7%	-1.6%	-21.8%	-2.9	?	2.1%	i
O=C(Cn1cnc2sc(-c3ccccc3)cc2c1=O)NCc1ccccc1	6.31µM*	7.94µM*	-27.9%	7.31µM*	16.4µM*	40.8	-1.6%	4.61µM*	i
Cc1ccc(NC(=O)C(C)OC(=O)c2ccc(Cl)nc2)cc1S(=O)(=O)N1CCOCC1 (stereo not drawn)	-5.8%	-14.1%	0.4%	-3.5%	?	12.1	7.0%	3.3%	i

Full records, looked up by structure. Order of screens: HT1080 IDH1KD tx, HT1080NT lethal, ATXN2 expr inh, KB-3-1 cytotox, SW480 rerep, IL1B secr inh, KB-V1 cytotox, MCF10A rereplic, S2 tox
`Cc1ccc(NC(=O)C(C)OC(=O)c2ccc(Cl)nc2)cc1S(=O)(=O)N1CCOCC1` (stereo not drawn) in the list: -5.8%, -14.1%, 0.4%, -3.5%, ?, 12.1, 7.0%, 3.3%, i
`O=C(Cn1cnc2sc(-c3ccccc3)cc2c1=O)NCc1ccccc1` in the list: 6.31µM*, 7.94µM*, -27.9%, 7.31µM*, 16.4µM*, 40.8, -1.6%, 4.61µM*, i

Assay outcomes from PubChem.
